Screening results as filed in PubChem BioAssay.
T cell HTS: T cell immune modulators affecting CD8 T cell-vesicle binding. 0.068% of 330,000 active. calls only at 7 µM. AID 2052. 2C CD8+ T cell-vesicle binding, flow cytometry; stronger effect = lower value;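 active = response, share of CD8 T cells binding vesicles, and their 90th percentile fluorescence all below set limits, cut at about 80% in these data, passing the limit was not always enough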
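Material: murine 2C transgenic CD8+ T lymphocytes / Also added: QL9-peptide-loaded Drosophila micro-vesicles bearing Ld, ICAM-1 and B7-1 / Schedule: binding step 1.5 h, 37 °C, antibody labelling 20 min, ice / Signal: flow cytometry, PE anti-B7-1 (FL2) versus Alexa647 anti-CD8 (FL8), PFA-fixed / Evaluation: percent CD8+ FL2 mean versus row control / Benchmarks: naked versus QL9-loaded vesicles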
b-catenin transl: alters nuclear translocation of beta-catenin in HeLa cells | 0.3% of 190,000 active | immunofluorescence imaging | nuclear translocation activity, % at 5 µM;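 active = nuclear translocation activity above 50% at 5 µM, with a well cell count of 50 or more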;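 note: per-cell ratio of nuclear to cytoplasmic median beta-catenin stain intensity; plate controls were DMSO negative control for no effect and GSK-3 inhibitor IX positive control for full effect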
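Test system: human HeLa cell line; Doses: 5 µM primary, 0.02–20 µM confirmation; Incubation: 24 h compound exposure, 37°C; Detection: beta-catenin immunofluorescence imaging with DAPI; Read-out: beta-catenin nuclear/cytoplasmic ratio, % activation.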
Hep lipid drop: hepatic lipid droplet formation modulation. inhibition, % at 6.5 µM. 0.4% of 240,000 active. AML12 mouse hepatocytes, oleate lipid droplets, BODIPY imaging;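 active = lipid droplet intensity inhibited by at least 50%, with more than 500 cells counted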
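Test system: AML12 mouse liver cells; schedule: overnight exposure; technique: high-content imaging of BODIPY-stained droplets and DAPI nuclei; read-out: % inhibition of corrected integrated BODIPY droplet signal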
PMI inhibitors: inhibitors of human PMI, primary screen, biochemical, fluorescence intensity, coupled assay (AID 1209); inhibition, % at 20 µM; hits with a dose series show IC50 in µM; purified PMI enzyme, coupled fluorescence intensity; higher % means a stronger effect; 0.42% of 190,000 active;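 note: plate controls were DMSO vehicle for no effect and wells lacking substrate for full effect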
TNAP activation fold: human TNAP enzyme activators, primary screen, biochemical, luminescent, no phosphate acceptor, uHTS (AID 1001). purified TNAP, luminescent activation assay, no phosphate acceptor; higher activation fold means a stronger effect. one-dose activation fold at 20 µM; EC50 in µM for titrated hits. 0.03% of 200,000 active; in the data active = activation fold from about 3, or a potency from the dose series; inactive = the rest, 99 in 100 with activation fold below about 1.6; note: many of its hits are not listed in these tables
Insulin prom up: MIN6 insulin promoter up-regulation. MIN6 insulin promoter-GFP reporter, high-content imaging; stronger effect = higher value. 0.3% of 190,000 active. AID 1625. z-score at 5 µM;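 active = z-score above 3 at 5 µM with at least 500 cells counted in the well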
Autophagy HCS: alters autophagy in cells; MEF GFP-LC3 puncta imaging; test concentration mostly 10 µM; calls only at 10 µM (by protocol); 0.98% of 190,000 active;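 active = percentage of spot-positive cells more than 3 SD above its plate mean, without a fluorescence outlier flag or 80% toxicity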;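 note: spot-positive cell cutoff set from DMSO-treated cells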
MT stabilizer: stabilizes microtubules in HeLa cells | 0.83% of 200,000 active | HeLa tubulin immunostaining HCS, 24 h; share of cells brighter than vehicle mean+2SD | AID 2205 | % tubulin-high responders, % at 10 µM;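 active = plate Z-score above 3 for both tubulin-high and condensed-nucleus cell shares, with cell loss under 80%, at 10 µM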;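 note: anti alpha tubulin signal scored within the nucleus-defined area of each cell; some results filed as inactive read as strong as hits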
human PMI inhibitors: human PMI inhibitors, high substrate, primary screen, biochemical, fluorescence intensity, high mannose 6-phosphate (AID 1220); 0.66% of 190,000 active; recombinant PMI enzyme, coupled fluorescence intensity; higher % means a stronger effect; inhibition, % at 20 µM, or IC50 in µM where a hit was titrated
Insulin prom up cell count: further read-out of Insulin prom up, marked with its call; cell count; measured here: cytotoxicity, nuclei count;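 total cells summed across four imaged fields per well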
Hep lipid drop cells 6.5 µM: also measured in Hep lipid drop; calls as there; cell count; measured here: cell count, cytotoxicity flag;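 cells counted across two imaged fields per well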
b-catenin transl cell count 5 µM: recorded beside b-catenin transl, whose call it bears; cell count; measured here: cell count, cytotoxicity flag
T cell HTS vesicle-bound %: recorded beside T cell HTS, whose call it bears; double positive events, %; measured here: CD8+ vesicle-bound cell fraction;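 binding gate set so that unloaded-vesicle control wells show 10% double positive cells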
MT stabilizer Hoechst-high %: recorded beside MT stabilizer, whose call it bears; % Hoechst-high responders; measured here: nuclear condensation Hoechst responders;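 share of cells brighter than vehicle mean plus two SD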
MT stabilizer cytotoxicity %: also measured in MT stabilizer; calls as there; toxicity, %; measured here: cytotoxicity by cell density;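 0% = mean cell density of plate MIN control wells and 100% = no cells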
Autophagy HCS cell loss 18 h: further read-out of Autophagy HCS, marked with its call; toxicity, %; measured here: cell loss, nuclei count;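 cell loss after 18 h compound exposure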
* = called active by the depositor; i = inactive; · = no result given; & = joins results of further samples. Cut-off read from the data, not from the text of the source, unless noted: active = inhibition above about 50%; inactive = the rest.

SMILES	T cell HTS	T cell HTS vesicle-bound %	b-catenin transl	b-catenin transl cell count 5 µM	Hep lipid drop	Hep lipid drop cells 6.5 µM	PMI inhibitors	TNAP activation fold	Insulin prom up	Insulin prom up cell count	Autophagy HCS	Autophagy HCS cell loss 18 h	MT stabilizer	MT stabilizer Hoechst-high %	MT stabilizer cytotoxicity %	human PMI inhibitors
O=C(CSc1n[nH]c(-c2ccncc2)n1)Nc1ccccn1	i	17	-0.5	1033	7	667	2%	1	-0.47	1769	i	-3	2.7	1.1	6.2	-7%
O=C(OCCC1Oc2cccnc2NC1=O)c1ccc(Cl)cc1 (stereo not given)	i	52	-5.0	1044	5	697	5%	1	0.58	1270	i	5	2.2	1.9	1.6	6%
Cc1ccc(C)c(C(=O)CN2C(=O)c3ccccc3S2(=O)=O)c1	i	23	2.9	1361	·	·	-8%	1.1	-0.16	1587	i	-3	3.3	2.0	7.3	-9%
O=C(c1ccc(Cl)cc1)c1ccccc1C(=O)N1CCOCC1	i	5	7.0	659	·	·	-2%	1	0.46	1079	i	-6	1.0	1.5	8.6	0%
Cc1ccc(Nc2nc3c(c(=O)[nH]2)CCCC3)cc1	i	47	-1.3	1242	0	722	-4%	1	0.14	1303	i	5	2.6	1.1	7.4	-7%
CCOC(=O)C1=C(C)N(c2ccccc2)C(=O)/C1=C\c1ccc(O)c(OC)c1	i	13	1.0	1341	6	734	·	·	0.3	878	·	·	·	·	·	·
CCc1ccc(OCC(=O)O/N=C(\N)c2cccnc2)cc1	i	23	0.0	1307	-1	724	·	·	-0.4	1051	·	·	·	·	·	·
CCOC(=O)Cc1cc(=O)n2[nH]c(C)cc2n1	i	35	1.0	1059	-1	690	12%	1	-0.94	1238	i	-10	2.4	1.6	4.0	10%
Oc1ccc(/C=N/Nc2nccnc2Cl)cc1	i	11	·	·	13	856	-6%	1.2	·	·	i	-6	1.0	1.5	7.1	-5%
O=c1c2ccccc2c2ccccc2c(=O)n1Cc1cccnc1	i	11	·	·	-33	688	2%	1.1	-0.14	1288	i	11	1.9	2.5	13	1%
Cc1ccc(-c2nc3ccc(Cl)cc3n2OC(C)C(=O)O)cc1 (stereo not given)	i	52	0.3	1490	1	709	-2%	1.1	-0.4	1429	i	-24	2.3	1.2	9.8	-3%
O=C(c1ccccc1Cl)N(Cc1ccccc1F)N1C(=O)CCCC1=O	i	22	-5.0	1036	-19	682	0%	1.1	0.25	1676	i	14	1.9	0.8	0.4	1%
O=C(CSc1nc(-c2ccco2)cc(C(F)(F)F)n1)Nc1ccc(C(=O)N2CCOCC2)cc1	i	22	-5.4	1199	59*	739*	6%	1	-0.53	1136	i	13	2.7	1.7	10	-3%
CSc1nsc(SCc2ccc(Cl)cc2)n1	i	46	·	·	·	·	4%	1.1	·	·	i	-5	3.5	1.7	6.8	-2%
O=C(CCC(=O)c1ccc(Cl)cc1)OCC(=O)c1ccccc1	i	16	1.6	1320	·	·	5%	1.1	-0.79	1542	i	4	1.6	1.0	7.1	3%
CC(=O)c1cc(NC(=O)c2ccccc2)c(=O)oc1C	i	52	-1.6	1035	3	684	-72%	1	0.19	1253	i	0	3.7	4.1	5.1	-114%
O=C(COC(=O)c1ccccc1SCC(=O)NC1CCS(=O)(=O)C1)NC1CCS(=O)(=O)C1 (stereo not given)	i	50	-0.8	1564	5	756	10%	1	-0.02	1363	i	15	3.2	2.3	9.4	14%
CC(C)(CO)NC(=O)Nc1ccc(Cl)c(Cl)c1	i	37	-2.3	1067	3	684	-4%	1.1	0.71	1537	i	-13	4.4	1.5	8.1	-10%
Cn1cc(Br)c(C(=O)N2CCN(c3cccc(Cl)c3)CC2)n1	i	12	·	·	-6	749	-2%	1.1	·	·	i	-4	1.4	2.1	3.6	-7%
CCS(=O)(=O)c1nc2ccccc2n1CC(=O)N1CCOCC1	i	24	-1.4	1107	20	670	2%	1	-0.6	1828	i	-6	2.5	0.9	33	5%
COC(=O)c1cc(=O)n(CCc2ccccc2F)c(=Nc2ccc(F)c(Cl)c2)s1	i	39	·	·	·	·	5%	1.1	-0.14	880	i	15	3.7	4.9	9.0	13%
Cc1ccc(-c2cccc(C(=O)NCc3ccccc3)n2)c2ccccc12	i	18	·	·	-3	735	9%	1	0.49	997	i	2	2.5	1.2	5.3	8%
COc1ccccc1NC(=O)c1ccc(NS(C)(=O)=O)cc1	i	40	·	·	-9	698	2%	1.1	0.07	1216	i	-6	1.6	1.5	3.4	1%
COc1ccc(-c2noc(CSc3nnc(-c4ccccc4)n3C)n2)cc1	i	18	·	·	-2	762	0%	1.1	-0.68	944	i	-5	2.8	0.9	2.7	-5%
CCOc1ccc2[nH]cc(C(=O)N3CCN(CC)CC3)c(=O)c2c1	i	13	-1.2	1092	-2	662	12%	1	0.7	1259	i	0	2.8	2.0	25	13%

Other results:
SMILES	T cell HTS	T cell HTS vesicle-bound %	b-catenin transl	b-catenin transl cell count 5 µM	Hep lipid drop	Hep lipid drop cells 6.5 µM	PMI inhibitors	TNAP activation fold	Insulin prom up	Insulin prom up cell count	Autophagy HCS	Autophagy HCS cell loss 18 h	MT stabilizer	MT stabilizer Hoechst-high %	MT stabilizer cytotoxicity %	human PMI inhibitors
O=C(NC1(C(F)(F)F)NC(=O)N(Cc2cccnc2)C1=O)c1ccncc1 (stereo not given)	i	35	·	·	-5	744	4%	1.1	1.4	828	i	-5	1.6	1.3	12	-4%
Cc1cc(C)c(C#N)c(Nc2ccccc2)n1	i	54	·	·	-6	739	7%	1	·	·	i	-19	3.0	1.4	5.0	15%
CNC(=O)Oc1ccc2c(c1)[C@]1(C)CCN(C)[C@@H]1N2C	i	24&51	-1.1	566	-5&8	766&812	-3%	1.1	·	·	i	-35	4.2	1.3	8.9	8%
Clc1ccc(-c2nnsc2SCc2ccccc2)cc1	i	45	2.1	1097	-9	709	10%	1.1	0.38	1942	i	12	2.7	1.6	7.9	11%
Nc1c(C(O)(C(F)(F)F)C(F)(F)F)cc(C(O)(C(F)(F)F)C(F)(F)F)c2ccccc12	i	18	·	·	-6	767	23%	1.1	·	·	i	-10	1.3	3.1	14	21%
CCOC(=O)c1[nH]c(C)c(C(=O)NCc2ccc(Cl)cc2)c1C	·	·	-1.8	1210	-33	745	8%	1.1	-0.62	1207	i	-4	4.0	1.8	6.6	0%
COc1cc(S(=O)(=O)N2CCOCC2)ccc1N	i	55	1.6	1511	-22	620	-10%	1.1	-0.09	1522	i	-3	2.4	1.3	6.2	-11%
Cc1nc2ccccn2c1/C(O)=C1\C(=O)C(=O)N(CCN(C)C)C1c1cccnc1 (stereo not given)	i	29	-5.5	960	·	·	-4%	1.2	0.28	1302	i	13	1.4	0.9	6.9	0%
Cc1ccc(NC(=O)c2cc(S(=O)(=O)N3CCCCC3)ccc2N2CCOCC2)cc1F	i	13	0.3	1022	-1	803	10%	1	0.15	894	i	-3	1.9	1.2	9.8	10%
CCN1C(=O)c2cccc3c(NC(=O)c4ccc(S(=O)(=O)N(C)C)cc4)ccc1c23	i	15	0.0	1022	-10	530	15%	1	-0.21	1168	i	12	3.6	1.6	1.8	14%
Cc1csc(NC(=O)c2cc3c(C)nn(Cc4ccccc4Cl)c3s2)n1	i	54	-1.4	493	-10	694	10%	1.1	-0.69	1304	i	-9	2.1	2.1	13	12%
C=CCOn1c(C)c(C(C)=O)c2c3nonc3ccc21	i	51	-3.7	564	·	·	35%	1.1	-0.36	1271	i	1	2.6	1.5	3.5	49%
COc1ccc(NC(=O)c2ccc(NC3CC(=O)N(c4ccc(C)cc4C)C3=O)cc2)cc1 (stereo not given)	i	19	2.0	1296	-23	706	·	·	0.18	1097	·	·	·	·	·	·
CC#CCN1c2ccccc2[C@]23C[C@@H](C(=O)OC)N(C(=O)c4ccco4)C2=NC(C(=O)OC)=C(C(=O)OC)[C@H]13	i	19	-1.3	1196	-3	643	·	·	-0.44	903	·	·	·	·	·	·
CC(C(=O)NC(=O)NCc1ccccc1)N1C(=O)c2ccccc2C1=O (stereo not given)	i	51	-1.3	1075	8	704	14%	1.1	0.48	1248	i	-3	2.5	2.4	1.2	16%
CCS(=O)(=O)C(=C1NCCO1)S(=O)(=O)CC	i	14	-1.3	1061	-2	628	7%	1.1	0.49	1931	i	2	2.4	1.5	2.1	5%
O=Cc1cn(-c2ccccc2)nc1-c1cc2c(ccc3ccccc32)oc1=O	i	48	·	·	-4	846	3%	1.1	0.09	999	i	0	4.5	1.6	4.5	-1%
O=C(Cc1ccc(F)cc1)N(c1ccccc1)C1C=CS(=O)(=O)C1 (stereo not given)	i	28	1.8	1142	0	724	1%	1.1	-0.11	1230	i	-9	3.5	2.5	8.1	4%
O=C(COc1ccccc1)Nc1ccc(S(=O)(=O)N2CCOCC2)cc1	i	22	·	·	·	·	2%	1.1	·	·	i	-23	2.5	2.8	9.4	4%
O=C(Cn1cnc2c(cnn2-c2ccc(F)cc2)c1=O)NCCc1ccccc1	i	26	0.7	1015	-16	788	-9%	1.1	-0.16	1186	i	-6	1.7	1.1	6.9	-7%
O=C(Cn1ncc2c1-c1ccccc1OC2)Nc1ccc(S(=O)(=O)N2CCCCC2)cc1	i	37	1.3	1113	·	·	5%	0.9	-0.56	957	i	1	4.2	2.6	7.2	20%
O=C1CC(c2ccco2)Cc2nc(N3CCN(Cc4ccc5c(c4)OCO5)CC3)ncc21 (stereo not given)	i	39	0.8	1060	-1	697	-3%	1	0.63	799	i	17	4.6	0.6	0.2	-4%
